From PubChem
mcGAS lum = inhibitors of mouse cGAS; recombinant cGAS, Kinase-Glo ATP depletion luminescence; inhibition, % at 12.5 µM; 160,000 tested, 0.15% active; AID 1259399;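 note: 0% = negative control wells and 100% = reference inhibitor with no enzyme activity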
hcGAS inh = inhibitors of human cGAS; inhibition, % at 12.5 µM; 290,000 tested, 0.081% active; recombinant h-cGAS, ATP depletion, Kinase-Glo luminescence;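 note: 0% = vehicle reaction and 100% = reaction without DNA for no activity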
Target sequence (Q8N884 whole entry, looked up): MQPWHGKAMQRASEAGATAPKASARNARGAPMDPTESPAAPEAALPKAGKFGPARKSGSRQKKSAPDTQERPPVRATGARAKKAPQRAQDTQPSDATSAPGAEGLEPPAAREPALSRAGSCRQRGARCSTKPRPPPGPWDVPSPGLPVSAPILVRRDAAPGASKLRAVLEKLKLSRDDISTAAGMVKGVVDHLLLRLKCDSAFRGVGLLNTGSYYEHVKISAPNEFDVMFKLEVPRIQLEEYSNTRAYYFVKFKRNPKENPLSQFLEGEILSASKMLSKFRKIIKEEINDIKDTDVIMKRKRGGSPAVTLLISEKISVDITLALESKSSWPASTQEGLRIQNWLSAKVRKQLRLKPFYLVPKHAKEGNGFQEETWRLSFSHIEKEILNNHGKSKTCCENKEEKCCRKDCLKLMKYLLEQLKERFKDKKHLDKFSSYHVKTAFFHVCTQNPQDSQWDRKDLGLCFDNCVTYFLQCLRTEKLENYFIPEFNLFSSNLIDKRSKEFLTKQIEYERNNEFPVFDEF
NPYLR7 agonist = mosquito NPYLR7 agonism; 270,000 tested, 0.15% active; AID 1259423; activation, % at 10 µM; HEK293T NPYLR7/Galpha15, GCaMP6s calcium fluorescence; in the data active = activation above about 40%;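 note: 0% = vehicle and 100% = reference agonist at the receptor; some compounds past the cut are filed as inactive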
* hit, by the source's call; / = no result given. Cut-off read from the data, not from the text of the source, unless noted: active = inhibition above about 40%; inactive = the rest.

1) N#CC1(C(=O)NCC2(O)CCC3(CC2)OCCO3)CCC1
2) O=C(O)C1CC(=O)N(Cc2ccc(C(F)(F)F)nc2)C1 (stereo not given)
3) C=C1CC(=O)C2=C(C)C[C@H](O)[C@@H]3[C@H](OC(=O)[C@@H]3C)[C@@H]12
4) CS(=O)(=O)Oc1ccc(/C=C2\C(=N)N3N=C(C45CC6CC(CC(C6)C4)C5)SC3=NC2=O)cc1
5) O=C(Cc1ccccc1)N1CCOC(COCc2cccc(C(F)(F)F)c2)C1 (stereo not given)
6) Cc1ccc(S(=O)(=O)N2CC(C(N)=O)CCC2C)cc1C(F)(F)F (stereo not given)
7) COCCNC(=O)CCCN(C)S(=O)(=O)c1ccc2c(c1)C(=O)c1ccccc1C2=O
8) O=C(NCCCc1ccccc1)c1ccc(-c2cc(-c3ccccc3)n[nH]2)cc1
9) CC1CCCN1Cc1cccc(C(=O)Nc2nn(C)c3ccccc23)c1 (stereo not given)
10) Cc1cc(C)cc(OCCS(=O)CC(=O)NC2CCCCCC2)c1 (stereo not given)

entry no.	1	2	3	4	5	6	7	8	9	10
NPYLR7 agonist	-5	/	-3	-3	8	-7	0	/	6	6
hcGAS inh	1	-8	5	-17	-9	-7	-4	1	-7	5
mcGAS lum	/	-12	1	-3	-4	-15	/	-4	/	2

11) Cn1cccc1CN(Cc1ccccc1)CC(O)COc1ccccc1 (stereo not given)
12) Cc1cccc2c(N=NC(=O)c3cccc(O)c3)c(O)[nH]c12
13) Cc1cn2c3c(=O)n(CCN4CCCCC4)c(=O)n(C)c3nc2n1-c1ccccc1Cl
14) COc1cccc(CSc2nnc(C(C)NC(=O)Nc3ccc(F)c(F)c3)n2-c2ccc(C)cc2)c1 (stereo not given)
15) O=C(CNC(=O)c1ccccc1Br)N=Nc1c(O)n(Cc2ccc3c(c2)OCO3)c2ccccc12
16) COc1c(C)cc(S(=O)(=O)NCc2ccc3c(c2)OCO3)cc1C
17) C#CC1(OCC(O)CN2CCOCC2)CCCCC1 (stereo not given)
18) Cc1nc(CN(C)C(=O)CC2(c3ccccc3C)CC(=O)N(Cc3cccnc3)C2=O)cs1 (stereo not given)
19) CC(Cc1cccnc1)Nc1nccc(-c2cnn(-c3ccccc3F)c2)n1 (stereo not given)
20) CCCc1nc(NCc2csc(-c3ncccn3)n2)c2cnn(C)c2n1

entry no.	11	12	13	14	15	16	17	18	19	20
NPYLR7 agonist	46	-5	-2	1	-1	-1	-1	5	4	3
hcGAS inh	-6	-3	1	4	-4	-11	2	-6	-5	-3
mcGAS lum	-6	-8	/	0	-6	/	-2	-13	-19	-10

21) N#Cc1ncn(CCS(=O)(=O)c2ccc(Cl)cc2)n1
22) CCNC(=O)N1CCN(CCN2C(=O)CSC2c2ccc(C(F)(F)F)cc2)CC1 (stereo not given)
23) COc1ccccc1Oc1cc(N2CCN(Cc3ccccc3)CC2)ncn1
24) O=C1NC(=Nc2ccccc2Cl)S/C1=C/c1ccc(Cl)cc1
25) COc1ccc(-c2cc(C(=O)N3CCN(c4ccccc4OC)CC3)c(C)n2-c2ccccc2)cc1
26) CC(C)CNC(=O)C(NC(=O)c1ccccc1Cl)C1CCN(C(=O)c2ccc(F)cc2)CC1 (stereo not given)
27) COc1cncc(-c2cccc3ccnn23)c1
28) COc1ccc(C2=NC(=Cc3ccc4c(c3)OCO4)C(=O)O2)cc1OC
29) CN1CCC(CNC(=O)N2CCCC(C(=O)NC3CC3)C2)c2ccccc21 (stereo not given)
30) O=C(NC1CC1)c1cc(Br)c[nH]1

entry no.	21	22	23	24	25	26	27	28	29	30
NPYLR7 agonist	4	0	21	-5	0	4	10	0	-5	-3
hcGAS inh	-10	-3	-2	2	-10	-4	-4	-9	-5	7
mcGAS lum	/	-5	-9	2	-3	-5	/	-5	-13	/

31) COc1ccc(CNC(=O)N2CCN(c3c(Cc4ccccc4)c(C)nc4ncnn34)CC2)cc1
32) COCCn1cc(NC(=O)Nc2ccccc2)c2ccccc21
33) Cc1c(C#N)c(NC(=O)CSc2nnc(C3CC3)n2C)n(C2CCCCC2)c1C
34) COCC(NC(=O)CC12CC3CC(CC(C3)C1)C2)c1ccnn1C (stereo not given)
35) CN1C(=O)C2(c3ccccc31)C(C(=O)Nc1c(F)c(F)c(F)c(F)c1F)CC1CCCN12 (stereo not given)
36) NC(=O)NC(=O)CCN1CCc2ccc(Br)cc21
37) CCOC(=O)c1nc2cc(Cl)c(Cl)cc2nc1N1CCN(C(=O)C2=COc3ccc(Cl)cc3C2)CC1
38) N=c1sc(-c2ccccc2)nn1CCCS(=O)(=O)O
39) CCc1cc(C(=O)NNC(=S)NCC(C)C)cs1
40) c1ccc(C2CN(Cc3ccc(C4CCCO4)s3)C2)nc1 (stereo not given)

entry no.	31	32	33	34	35	36	37	38	39	40
NPYLR7 agonist	/	11	-3	-2	0	-8	/	5	1	18
hcGAS inh	-3	-7	-13	-9	-8	-14	-7	-8	-2	-3
mcGAS lum	-6	/	/	-12	/	/	-6	/	/	/

41) CCCCC(=O)N(C)c1c(C)nc2ccc(C(=O)N(C)Cc3ccco3)cn12
42) O=C1NC(c2cnn(Cc3ccccc3Cl)c2)Nc2ccccc21 (stereo not given)
43) Cc1cccc(COC(=O)c2nnn(-c3ccc(F)cc3)c2C)c1
44) CC(=O)Nc1cc(C)nn1-c1nc(C)cc(=O)[nH]1
45) CCc1nc2ccc(C(=O)N3CCCC(C(N)=O)C3)cn2c1N(C)C(=O)c1ccncc1 (stereo not given)
46) CC(=O)NC(C)C(=O)Nc1ccc(NS(C)(=O)=O)c(C)c1 (stereo not given)
47) Cc1ccc2oc(-c3ccc(O)c(CN4CCOCC4)c3)nc2c1
48) Cn1cnnc1SCc1cc(=O)c(OCc2ccc(F)cc2)co1
49) Cc1ccc(CC(=O)NCc2nc(C)cs2)cc1
50) C=C(NC(=O)C(=C)NC(=O)c1csc(C2=NC3c4csc(n4)C4NC(=O)c5csc(n5)C(C(C)(O)C(C)O)NC(=O)C5CSC(=N5)C(=CC)NC(=O)C(C(C)O)NC(=O)c5csc(n5)C3(CC2)NC(=O)C(C)NC(=O)C(=C)NC(=O)C(C)NC(=O)C(C(C)CC)NC2C=Cc3c(C(C)O)cc(nc3C2O)C(=O)OC4C)n1)C(N)=O (stereo not given)

entry no.	41	42	43	44	45	46	47	48	49	50
NPYLR7 agonist	8	-7	6	7	4	10	-5	13	3	-5
hcGAS inh	-4	1	-6	-6	-2	-6	-2	-11	-5	2
mcGAS lum	-3	0	-6	-7	0	/	-5	/	-2	0

51) Cc1oc2nc(CN3CCC(NC(=O)NC4CCCCC4)CC3)nc(N)c2c1C
52) Cc1ccc(C(C)(C)NC(=O)[C@H](Cc2ccccc2)N(C)C)cc1
53) CN(C)CCn1c(=O)n(C)c(=O)c2[nH]cnc21
54) O=c1oc2ccccc2n1CCN1c2cccc3cccc(c23)S1(=O)=O
55) COc1ccc(CC(=O)Nc2c(C)nc3scc(C)n3c2=O)cc1
56) Cc1cc(C(=O)NCCCc2cccnc2)c2cccc(C)c2n1
57) CCOC(=O)C1(Cc2cccc(OC)c2)CCCN(Cc2cnc(C)s2)C1 (stereo not given)
58) COCCc1noc(CN(c2cc(C)ccc2C)C(C)C)n1
59) O=C(CC(c1ccccc1)c1ccc2c(c1)OCO2)NCCc1cnccn1 (stereo not given)
60) O=C(Oc1ccc(S(=O)(=O)O)cc1C(=O)O)c1ccc(=O)oc1

entry no.	51	52	53	54	55	56	57	58	59	60
NPYLR7 agonist	11	-7	1	3	12	2	-8	1	17	2
hcGAS inh	-7	-5	-4	1	-1	-6	0	-14	-7	0
mcGAS lum	/	-10	/	/	-6	/	-3	/	/	/

Reprinted at random: 2 compounds from above, in no set order.
51) Cc1oc2nc(CN3CCC(NC(=O)NC4CCCCC4)CC3)nc(N)c2c1C
59) O=C(CC(c1ccccc1)c1ccc2c(c1)OCO2)NCCc1cnccn1 (stereo not given)

entry no.	51	59
NPYLR7 agonist	11	17
hcGAS inh	-7	-7
mcGAS lum	/	/

The list continues:
61) Clc1cccc(Nc2nc3nonc3n3nnnc23)c1
62) COc1cccc(N2C(=O)CSC2c2cccc(NC(=O)/C=C/c3ccccc3)c2)c1 (stereo not given)
63) COCCCNC(=O)C(C1CCCC1)N1CCN(C(=O)c2ccc([N+](=O)[O-])cc2)CC1 (stereo not given)
64) CCCCOc1ccccc1C1C(C(=O)OC2CCCCC2)=C(C)NC2=C1C(=O)CCC2 (stereo not given)
65) C=CCn1cnc(-c2ccccc2)c1-c1ccc2onc(C)c2c1
66) COc1cc(C=C(C#N)C#N)cc(OC)c1OC(C)=O
67) COc1cc(N2[C@@H]3CC[C@H]2CC(O)C3)ncn1 (stereo not given in full)
68) O=C1c2cccc3cccc(c23)C(=O)N1CCCN(C(=O)Cc1ccccc1)c1ccccc1
69) Cc1ccnc(SCc2cc(=O)c(OC(=O)c3ccc(Br)o3)co2)n1
70) C=CCN(CC(=O)N1CCc2sccc2C1c1ccc(Cl)cc1)C(=O)c1cc(OC)cc(OC)c1 (stereo not given)

entry no.	61	62	63	64	65	66	67	68	69	70
NPYLR7 agonist	9	13	-8	0	-1	-1	40	-2	-24	/
hcGAS inh	30	-2	-1	2	-7	-2	1	-2	3	-13
mcGAS lum	5	-6	-5	2	-17	19	4	/	1	-6

71) O=C(CCc1ccccc1)NCCS(=O)(=O)N1CCN(c2ccccc2)CC1
72) COCCNC(=O)c1cnn2c(C(F)(F)F)cc(-c3ccco3)nc12
73) CCOC(=O)C1(Cc2cccc(OC)c2)CCCN(C(=O)COc2ccccc2)C1 (stereo not given)
74) CC(=O)Nc1nn(C)c2c1C(c1ccco1)CC(=O)N2 (stereo not given)
75) COc1ccc(OC)c(-c2nc(N)sc2N=Nc2cccnc2)c1
76) Cn1c(=O)n(C)c2cc(CNC(=O)c3n[nH]c4c3CCC4)ccc21
77) O=C(C1CCN(c2nc(Cc3ccc(F)cc3)ns2)CC1)N1CCN(c2cccc(Cl)c2)CC1
78) Cc1cccc(-n2ccnc2CN2CCCC(CO)(Cc3cccc(Cl)c3)C2)c1 (stereo not given)
79) COCc1cc(=O)n2c(nc3ccccc32)[nH]1
80) CCOC(=O)c1[nH]c(C)c(C(=O)CN(C2CC2)S(=O)(=O)c2ccc(C(C)(C)C)cc2)c1C

entry no.	71	72	73	74	75	76	77	78	79	80
NPYLR7 agonist	0	2	15	-15	-7	31	-8	7	-11	-13
hcGAS inh	-7	-4	-8	0	-5	-7	-2	-12	-5	-4
mcGAS lum	-7	-3	/	-2	/	/	-2	/	/	-4

Reformatted tab-delimited: twelve of the compounds above
nr	structure	NPYLR7 agonist	hcGAS inh	mcGAS lum
69	Cc1ccnc(SCc2cc(=O)c(OC(=O)c3ccc(Br)o3)co2)n1	-24	3	1
70	C=CCN(CC(=O)N1CCc2sccc2C1c1ccc(Cl)cc1)C(=O)c1cc(OC)cc(OC)c1 (stereo not given)	/	-13	-6
71	O=C(CCc1ccccc1)NCCS(=O)(=O)N1CCN(c2ccccc2)CC1	0	-7	-7
72	COCCNC(=O)c1cnn2c(C(F)(F)F)cc(-c3ccco3)nc12	2	-4	-3
73	CCOC(=O)C1(Cc2cccc(OC)c2)CCCN(C(=O)COc2ccccc2)C1 (stereo not given)	15	-8	/
74	CC(=O)Nc1nn(C)c2c1C(c1ccco1)CC(=O)N2 (stereo not given)	-15	0	-2
75	COc1ccc(OC)c(-c2nc(N)sc2N=Nc2cccnc2)c1	-7	-5	/
76	Cn1c(=O)n(C)c2cc(CNC(=O)c3n[nH]c4c3CCC4)ccc21	31	-7	/
77	O=C(C1CCN(c2nc(Cc3ccc(F)cc3)ns2)CC1)N1CCN(c2cccc(Cl)c2)CC1	-8	-2	-2
78	Cc1cccc(-n2ccnc2CN2CCCC(CO)(Cc3cccc(Cl)c3)C2)c1 (stereo not given)	7	-12	/
79	COCc1cc(=O)n2c(nc3ccccc32)[nH]1	-11	-5	/
80	CCOC(=O)c1[nH]c(C)c(C(=O)CN(C2CC2)S(=O)(=O)c2ccc(C(C)(C)C)cc2)c1C	-13	-4	-4

(more compounds)
81) O=C(COC(=O)c1cc2c(s1)CCCC2)c1ccc(Cl)s1
82) Fc1cccc(C2=NC3(CCCCC3)NC2=S)c1
83) Cc1ccc(F)cc1NC(=O)N1CC[C@H](CO)[C@H](O)C1
84) FC(F)(F)C1CCCN(c2c3c(nc4ncnn24)CCC3)C1 (stereo not given)
85) COc1ccc(-c2cc(N)n(-c3ccc(C(=O)NCCCO)cc3)n2)cc1
86) Cc1nn(C)c(C)c1NS(=O)(=O)c1ccc(Cl)s1

entry no.	81	82	83	84	85	86
NPYLR7 agonist	-3	8	2	7	7	1
hcGAS inh	-4	-7	2	-3	0	-5
mcGAS lum	/	/	-10	-4	-1	/
